# MBNL1-CUG inh = qHTS Assay for Inhibitors of MBNL1-poly(CUG) RNA binding | Muscleblind-like protein 1 (Homo sapiens), Q9NR56 | TR-FRET MBNL1-His/biotin-(CUG)12 binding, 665/545 ratio | Potency, µM (doses to about 57.5 µM), for the others: at the top dose activity change, negative = inhibition, hits mostly inhibitors | 280,000 tested, 0.036% active; active means well fitted inhibition curve with a large enough effect in the signal ratio, with a control signal flat, not every such curve was filed as active; inconclusive means small, poorly fitted or top-dose-only effect, or effect the other way, or a change in a side signal; inactive means no such curve, though single readings can be large or run the other way; the % refers to the signal ratio; further: potency means the concentration at half of the fitted maximal effect; on the % scale 0 is the no-effect control and ±100 the full control effect
# Target sequence (Q9NR56 whole entry, looked up): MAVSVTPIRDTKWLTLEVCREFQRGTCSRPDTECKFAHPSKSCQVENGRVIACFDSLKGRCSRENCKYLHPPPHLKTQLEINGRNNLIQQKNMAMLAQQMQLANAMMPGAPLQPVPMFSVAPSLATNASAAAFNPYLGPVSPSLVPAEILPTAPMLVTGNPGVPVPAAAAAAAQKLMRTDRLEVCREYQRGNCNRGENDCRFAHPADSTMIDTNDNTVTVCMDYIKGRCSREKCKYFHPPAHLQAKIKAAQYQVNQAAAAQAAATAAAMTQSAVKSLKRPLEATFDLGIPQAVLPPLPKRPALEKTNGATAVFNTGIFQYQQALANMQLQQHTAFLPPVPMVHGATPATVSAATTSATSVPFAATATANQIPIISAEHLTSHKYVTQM
#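 Inhibition of protein-RNA binding appears as loss of TR-FRET between terbium anti-His antibody on MBNL1-His and streptavidin-XL665 on biotin-(CUG)12. Activity is normalized to buffer-only and uninhibited-complex controls.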
# Mito fusion act = qHTS Assay for Small Molecule Inhibitors of Mitochondrial Division or Activators of Mitochondrial Fusion. S. cerevisiae fusion-defective mutant growth rescue, CellTiterGlo 48 h. Potency, µM (series often up to 46.1 µM), inactives show at the highest dose growth rescue (activation), hits mostly activators. 320,000 tested, 0.23% active;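 further: potency means the concentration at half of the fitted maximal effect; % of control where 0% means no effect; nearly all actives have a fitted effect of over 45% in size; temperature-sensitive fusion mutants such as fzo1-1 at 37 °C on non-fermentable ethanol glycerol medium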
#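 S. cerevisiae fusion-defective temperature-sensitive mutants (e.g. fzo1-1, mgm1-5) grown 48 h at 37C in YPEG (ethanol/glycerol non-fermentable) medium with 23 nl compound per well; growth rescue read as CellTiterGlo luminescence.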
# Eya2 phos inh = qHTS Assay for Inhibitors of the Phosphatase Activity of Eya2; recombinant Eya2, OMFP fluorescence dephosphorylation (OMFP is methylfluorescein phosphate); Potency, µM (doses to about 76.9 µM), inactives show at the top dose activity, negative = inhibition, most hits filed as inhibitors; 330,000 tested, 0.006% active; AID 488837, 2010; further: potency means the concentration at half of the fitted maximal effect; on the % scale 0 is the no-effect control and ±100 the full control effect
#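 Eya2 protein (added as 0.2 uM solution) was preincubated with compound for 10 min at ambient temperature in 50 mM HEPES pH 7.5, 50 mM NaCl, 5 uM MgCl2, 0.05% BSA, 1 mM DTT. OMFP (added at 50 uM) then reacted 10 min; fluorescence read at 485/525 nm.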
# hERG WT inh = qHTS for Inhibitors of KCHN2 3.1: Wildtype qHTS; activity change, % at 1.84 µM; Voltage-gated inwardly rectifying potassium channel KCNH2 (Homo sapiens), Q12809; 340,000 tested, 0.37% active; U2OS, BacMam KCNH2, thallium flux FluxOr; hits give low values;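 active means maximum activity change below -70%; inconclusive means maximum activity change between -70% and -50%; inactive means maximum activity change above -50%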; further: on the % scale 0 is the no-effect control and ±100 the full control effect
#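 U2OS cells were transduced with wild-type KCNH2 virus (2.03 x 10^8 / mL) for 4 h at room temperature, then cultured overnight at 37 C. Thallium flux was read with FluxOr dye. Rate constants were normalized to DMSO controls.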
# USP2a block = qHTS Assay for Inhibitors of Ubiquitin-specific Protease USP2a Using CHOP2 as the Reporter | 330,000 tested, 0.01% active | USP2 core, Ub-CHOP2 coupled fluorogenic reporter, 485/531 | Potency, µM (top dose mostly 38.3 µM), without a hit: at the highest dose activity change, negative = inhibition, usual class: inhibitors;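 further: potency means the concentration at half of the fitted maximal effect; plate controls were DMSO wells for no effect and full inhibition by NEM control for full effect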
# Target sequence (O75604 whole entry, looked up): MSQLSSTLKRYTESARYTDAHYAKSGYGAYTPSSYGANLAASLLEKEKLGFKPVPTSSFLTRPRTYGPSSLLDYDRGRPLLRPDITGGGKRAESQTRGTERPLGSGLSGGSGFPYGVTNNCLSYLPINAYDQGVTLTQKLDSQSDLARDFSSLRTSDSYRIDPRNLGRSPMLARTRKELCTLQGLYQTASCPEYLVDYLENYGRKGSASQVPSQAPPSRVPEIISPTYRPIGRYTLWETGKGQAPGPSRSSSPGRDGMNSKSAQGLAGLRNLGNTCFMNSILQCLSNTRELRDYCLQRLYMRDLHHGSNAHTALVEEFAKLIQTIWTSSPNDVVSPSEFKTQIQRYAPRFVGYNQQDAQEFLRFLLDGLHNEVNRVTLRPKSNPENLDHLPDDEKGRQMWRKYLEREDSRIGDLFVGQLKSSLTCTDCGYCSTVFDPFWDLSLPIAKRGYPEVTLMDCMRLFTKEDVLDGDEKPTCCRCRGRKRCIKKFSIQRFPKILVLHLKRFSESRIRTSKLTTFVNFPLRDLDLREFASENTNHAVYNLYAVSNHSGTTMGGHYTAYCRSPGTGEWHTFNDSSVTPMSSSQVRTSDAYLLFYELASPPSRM
#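 Deubiquitinase activity read as fluorescence (485/531 nm) after Ub-CHOP2 cleavage activates the enterokinase reporter on its substrate; USP2 core 10nM, Ub-CHOP2 and substrate 25nM each, 30min compound preincubation then 60min RT; data normalized to NEM, curves fitted.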
# Chronic BCR inh = qHTS Assay to Find Inhibitors of Chronic Active B-Cell Receptor Signaling; ABC-DLBCL IkBa-CBG/CBR reporter, luminescence ratio, 4 h; Potency, µM (highest dose often 46.1 µM), for inactives: top-dose ratio change, negative = lower green/red ratio, hits mostly inhibitors; 340,000 tested, 0.05% active; AID 493014, 2011; active means well fitted inhibition curve with a large enough effect in the signal ratio, with a control signal flat, not every such curve was filed as active; inconclusive means small, poorly fitted or top-dose-only effect, or effect the other way, or a change in a side signal; the % refers to the signal ratio;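 further: potency means the concentration at half of the fitted maximal effect; plate controls were basal doxycycline-induced cells for no effect and cells given 10 µM MG132 for full effect; MG132 reads +100%, hits lower the ratio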
#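 Cell line TMD8 (human ABC DLBCL), stably expressing tet-inducible CBG68-IkBa fusion and CBR; IMDM/0.5% FBS; cpd up to 46 uM; dox induction, 4 h, 37C/5% CO2; dual luminescence; green/red ratio; MG132 control.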
# Menin MLL FP TR = qHTS Assay for Inhibitors Targeting the Menin-MLL Interaction in MLL Related Leukemias: Competition With Texas Red Labeled MLL-derived Mutant Peptide. 270,000 tested, 0.23% active. Potency, µM (titrated, usually from 61.6 µM), for inactives: at the highest dose FP activity change, negative = inhibition, actives largely listed as inhibitors. AID 1768, 2009. Menin + Texas Red MLL mutant peptide, fluorescence polarization; active means well fitted inhibition curve with a large enough effect in the polarisation, with a control signal flat, not every such curve was filed as active; inconclusive means small, poorly fitted or top-dose-only effect, or effect the other way, or a change in a side signal; inactive means no such curve, though single readings can be large or run the other way; the % refers to the polarisation; further: potency means the concentration at half of the fitted maximal effect; % of control where 0% means no effect; many of its hits are not listed in these tables
# PKM2 act = qHTS Assay for Activators of Human Muscle isoform 2 Pyruvate Kinase. Pyruvate kinase PKM (Homo sapiens), P14618. purified PKM2, Kinase-Glo ATP luminescence, activation; response scale: 0% is enzyme alone, no compound. Potency, µM (highest dose often 57.5 µM), without a hit: at the highest dose activation, actives largely listed as activators. 260,000 tested, 0.34% active. AID 1631, 2009; further: potency means the concentration at half of the fitted maximal effect; on the % scale 0 is the no-effect control and ±100 the full control effect; nearly all actives have a fitted effect of over 55% in size
#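 Purified hPK-M2 (>95%) run at intermediate activity with 0.1 mM ADP and 0.5 mM PEP in 50 mM imidazole pH 7.2, KCl, MgCl2; 1 h room temperature. ATP formed read by Kinase-Glo luminescence; normalized to uninhibited and no-enzyme controls.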
# GALK inhibitor = qHTS Assay for Inhibitors of Human Galactokinase (GALK); P51570; Purified GALK, Kinase-Glo residual ATP luminescence; Potency, µM (top dose mostly 57.5 µM), for the others: top-dose activity change, negative = inhibition, usual class: inhibitors; 270,000 tested, 0.007% active; AID 1868, 2009; further: potency means the concentration at half of the fitted maximal effect; on the % scale 0 is the no-effect control and ±100 the full control effect
#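 5 nM enzyme, 35 uM ATP, 100 uM galactose, 20 mM HEPES pH8.0, 5 mM MgCl2; 1 h RT; residual ATP by Kinase-Glo Plus luminescence, qHTS format.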
# ASM inhibitor = Inhibitors of Secretory Acid Sphingomyelinase (S-ASM): qHTS | AID 504937, 2011 | Potency, µM (highest dose often 57.5 µM), for inactives: at the top dose activity change, negative = inhibition, hits mostly inhibitors | placental ASM, HMU-PC fluorogenic substrate, 60 min | 340,000 tested, 0.006% active; further: potency means the concentration at half of the fitted maximal effect
#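 Steps: dispense placental human ASM, pin compound, wait 10 min at room temperature, add HMU-PC0 substrate at 9 uM final, incubate 60 min at 37 °C, add stop solution raising pH to 10, read fluorescence.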
# TSHR antagonist = Antagonists of the Thyroid Stimulating Hormone Receptor: HTS campaign. TSHR-expressing cells, TSH-stimulated cAMP HTRF, 2 h; hits give low values. 330,000 tested, 0.2% active. Thyrotropin receptor (Homo sapiens), P16473. activity change, negative = inhibition, % at 11.5 µM;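 active means activity change below a set negative limit, meaning inhibition stronger than a set level, cut at about -70% in these data; inconclusive means activity change between two set negative limits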; further: on the % scale 0 is the no-effect control and ±100 the full control effect
#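 Antagonism was scored as loss of TSH-driven cAMP in TSHR cells, stimulated with 4nM TSH (EC80) for 2 hours at 37 deg C and detected by homogeneous HTRF competition immunoassay.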
# The depositor's hits bear a star; ? = inconclusive; . = not tested or not shown; & = joins results of further samples; [ ] = remark or other dose. Unless noted, the call rests on the fitted dose curve; in most records, active means well fitted curve in the direction sought with a large enough effect; inconclusive means small, poorly fitted or top-dose-only effect, or another doubt; inactive means no such curve, though single readings can be large; an effect the other way counts as inactive or inconclusive. An excerpt; rates above refer to the full screens.
SMILES,MBNL1-CUG inh,Mito fusion act,Eya2 phos inh,hERG WT inh,USP2a block,Chronic BCR inh,Menin MLL FP TR,PKM2 act,GALK inhibitor,ASM inhibitor,TSHR antagonist
Cc1ccc(-c2nc(CS(=O)CC(=O)NCCN(CC(C)C)CC(C)C)c(C)o2)cc1 (configuration not stated),-4%,?,-20%,-2,2%,-1%,4%,-9%,-4%,-1%,-4
Cc1cc(C)n(-c2nc(N(c3ccccc3)c3ccccc3)nc(-n3nc(C)cc3C)n2)n1,-7%,-4%,-19%,-25,-1%,-17%,?,3%,-5%,-2%,8
CC(OC(=O)c1cccn1C)C(=O)Nc1ccc2c(c1)OCO2 (configuration not stated),.,-7%,3%,3,-1%,1%,-5%,0%,1%,0%,-3
CC(C)(C)NC(=O)C(=O)NC(=O)c1c(F)cccc1Cl,-13%,0%,11%,-4,2%,4%,.,2%,-2%,3%,1
COc1ccccc1N=c1oc2c(OC)cccc2cc1C(=O)NCc1ccco1,?,16%,8%,-11,0%,?,-9%,13%,2%,-9%,17
CC(NC(=S)NC1CCCCC1)c1ccccc1 (configuration not stated),-2%,-14%,-6%,?,1%,3%,3%,-2%,-7%,6%,42
COc1ccc(-c2cc(C)no2)cc1S(=O)(=O)N1CCN(c2cccc(C)c2)C(C)C1 (configuration not stated),3%,-3%,18%,-6,-1%,?,.,.,0%,-8%,-39
C/C=C(/C)C(=O)Nc1cccc(C2=NOC3(C2)C[C@@H](C(N)=O)N(C(=O)c2ccc(OC)cc2)C3)c1 (some centres not stated),1%,-18%,5%,13,-1%,?,.,0%,1%,3%,4
CC(C)c1ccc(NC(=O)Cn2ncn3c(cc4ccccc43)c2=O)cc1,-2%,23%,-1%,-7,1%,14%,10%,.,1%,-2%,-11
O=C1C2C3C=CC(C3)C2C(=O)N1CCN1CCN(Cc2ccc([N+](=O)[O-])cc2)CC1 (configuration not stated),25%,-7%,-17%,.,-2%,0%,-19%,-8%,-1%,-6%,3
O=S(=O)(c1ccc2ccccc2c1)N1CCN=C1SCc1cccnc1,3%,-4%,-2%,3,0%,-5%,-9%,18µM*,1%,0%,-7
COCCCNC(=O)CN1C(=O)/C(=C/c2ccccc2)Sc2ccccc21,5%,6%,14%,-7,-2%,-21%,.,3%,-3%,-3%,0
COc1ccc(NC(=O)CSc2nc3ccccc3nc2N2CCCCC2)cc1,9%,-11%,9%,7,3%,-7%,-12%,1%,.,-2%,-3
CCOC(=O)c1[nH]c(C)c(C(=O)NC)c1C,-6%,0%,-1%,-1,1%,-4%,-11%,1%,0%,3%,-2
OCC[C@H]1C[C@@H](O)[C@H](O)[C@]2(CCCc3ccccc3O2)O1,.,1%,12%,2,1%,1%,.,.,.,4%,10
O=C(Cc1ccc(NC2=NC3CS(=O)(=O)CC3S2)cc1)NCCc1ccccc1 (configuration not stated),-8%,-2%,-6%,2,-1%,-15%,12%,-2%,.,4%,3
CCCOc1ccc(CSC(CC(=O)O)C(=O)O)cc1 (configuration not stated),-8%,-6%,14%,-11,2%,11%,.,-4%,-4%,1%,10
CC1=CC(C)(C)NC(=S)N1c1ccc2ccccc2c1,5%,0%,-21%,1&-15,3%,5%,-1%,-8%,0%,10%&3%,-8
c1ccc(-c2noc(COc3ccc4c(c3)OCO4)n2)cc1,-5%,-2%,-33%,6,0%,?,-1%,-8%,-6%,3%,-4
CC(=O)c1ccc(N/N=C2/CCCNC2=O)cc1,?,0%,4%,0,1%,?,.,0%,1%,1%,9
CCCN1C2=C(C(=O)CCC2)C(c2ccc(O)c(Br)c2)C2=C1CCCC2=O,20%,13%,4%,2,2%,0%,8%,9%,-1%,25%,-6
CCCc1nc(SCC(=O)N2CCC(Cc3ccccc3)CC2)c2c(=O)n(C)c(=O)n(C)c2n1,?,26%,0%,-2,2%,3%,?,1%,-4%,?,0
O=C(C1=C[C@H](C2CC2)C[C@H](OCCCCO)O1)N1CCN(Cc2ccc3c(c2)OCO3)CC1,-13%,1%,0%,.,2%,-13%,-23%,2%,0%,-1%,-6
O=C(Cc1ccccc1Cl)Nc1nc2ccccc2[nH]1,.,0%,7%,-9,1%,?,.,0%,-1%,2%,-2
Clc1ccccc1Nc1nnc(-c2ccncc2)s1,.,-3%,-11%,-1,-1%,?,14%,-71%,9%,17%,17
COc1ccc(CC(=O)OCc2cc3ccccc3[nH]c2=O)cc1,-1%,-2%,-5%,-5,1%,-4%,-5%,2%,11%,-1%,3
O=C(CC1SC(N2CCCCC2)=NC1=O)Nc1ccc(C(=O)O)cc1 (configuration not stated),.,-3%,2%,5,0%,-2%,.,.,.,-4%,7
CC1(C(=O)N2CCN(Cc3ccccc3Cl)CC2)CC1(Cl)Cl (configuration not stated),-13%,10%,7%,-4,0%,-1%,?,0%[11.5 µM],-2%,-1%,-8
CC1=CC(C)(C)N=C(NC#N)N1,-7%,-3%,-2%,-6,-1%,?,?,4%,-1%,1%,4
O=C(NCc1ccccc1Br)c1cccc2c1C(=O)c1ccc(-c3ccc(OC(F)(F)F)cc3)cc1S2(=O)=O,.,.,-12%,-7,7%,?,.,.,.,-17%,69
COc1cc(OC)cc(C(=O)Nc2nc3ccccc3[nH]2)c1,30%,6%,-25%,-6,3%,.,?,-5%,-4%,0%,-3
CN(C)CCCNC(=O)c1cc(C(=O)c2cccc(Cl)c2Cl)c[nH]1,-2%,3%,7%,1,6%,-1%,-19%,.,3%,-2%,5
COC(=O)CCC(=O)N1CCCC(CO)(Cc2ccccc2C)C1 (configuration not stated),-12%,-4%,6%,.,2%,-3%,-14%,-2%,5%,2%,4
O=C(N/N=C/c1ccc[nH]1)c1ccccc1OCc1ccc(F)cc1,-4%,2%,-6%,-6,0%,?,.,-1%,-3%,5%,-1
O=C(CSc1nnc(NC(=O)c2ccccc2F)s1)Nc1ccccc1F,220%[activator],0%,-4%,12,5%,0%,-5%,-5%,0%,-3%,-9
Cc1ccc(CN2C(=O)c3ccccc3Sc3ccc(C(=O)NCCCN4CCOCC4)cc32)cc1,-3%,-7%,-12%,21,-8%,?,1%,.,6%,0%,-138*
CCOc1ccc(CNC(=O)c2ccc(Sc3ccc(Cl)cc3)c(NC(C)=O)c2)cc1,-3%,20%,0%,-3,4%,10%&0%,0%,2%,2%,-10%,-22
Cn1c(CCN2CCN(c3ccccn3)CC2)nc2cc(NC(=O)COc3ccc(Cl)cc3)ccc21,-8%,2%,-16%,-17,1%,1%,-12%,.,-1%,-5%,-41
CC(=O)Nc1ccc(/C=N/NC(=S)NC(C)C)cc1,-3%,0%,?,-4,0%,?,19%,-2%,-2%,-3%,7
CCN(CC)C(=O)c1ccc(O)c(OC)c1,-2%,5%&-2%,-7%&-4%,2,4%,?,10%,2%,7%,5%,16&7
CCNS(=O)(=O)c1ccc(CCC(=O)N2CCN(c3cccc(Cl)c3)CC2)cc1,0%,2%,-4%,4,0%,2%,-14%,6%,5%,-3%,-11
